proCasp3 act = activators of human procaspase-3 D3A mutant, primary screen, biochemical, absorbance, PC-3 D3A mutant, single concentration | activation, % at 8.5 µM | recombinant procaspase-3 D3A, Ac-DEVD-pNA absorbance 405 nm | Caspase-3 (Homo sapiens), P42574 | AID 463141, 2010 | 0.11% of 330,000 active;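 active = activation above the mean of all tested compounds plus 3 SD, cut at about 21% in these data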;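 note: 0% = DMSO alone and 100% = DMSO wells spiked with extra 5 µM PC-3 D3A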
Target sequence (P42574 whole entry D9A/D28A/D175A): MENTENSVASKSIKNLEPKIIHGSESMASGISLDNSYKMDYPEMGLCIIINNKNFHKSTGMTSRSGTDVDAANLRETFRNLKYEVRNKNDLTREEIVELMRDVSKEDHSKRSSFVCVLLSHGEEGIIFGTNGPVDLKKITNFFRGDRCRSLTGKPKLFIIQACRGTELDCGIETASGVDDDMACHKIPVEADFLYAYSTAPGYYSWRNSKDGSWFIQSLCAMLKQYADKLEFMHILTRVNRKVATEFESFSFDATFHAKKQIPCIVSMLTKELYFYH
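Assay system – Procaspase-3 D3A mutant · Benchmarks – DMSO low control, extra-enzyme high control · Technique – 405 nm absorbance of p-nitroaniline, reads at 0 and 120 min · Doses – 8.5 µM nominal · Measure – % activation between DMSO and enzyme-spiked controls · Also added – Ac-DEVD-pNA chromogenic peptide substrate · Schedule – 1 h compound preincubation, 2 h substrate hydrolysis at 25 °C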
procasp7 counter = procaspase-7 activators, primary screen, counter-screen for procaspase-3 activator project, biochemical, absorbance, HTS, human | activation, % at 8.5 µM | Caspase-7 (Homo sapiens), P55210 | 0.093% of 330,000 active | recombinant procaspase-7, Ac-DEVD-pNA absorbance 405 nm; D23A/D198A/D206A triple mutant, cannot self-cleave; scale: DMSO 0, 5 µM enzyme 100;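 active = percent activation above the screen-wide mean plus 3 SD, cut at about 25% in these data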
Target sequence (P55210 whole entry D23A/D198A/D206A): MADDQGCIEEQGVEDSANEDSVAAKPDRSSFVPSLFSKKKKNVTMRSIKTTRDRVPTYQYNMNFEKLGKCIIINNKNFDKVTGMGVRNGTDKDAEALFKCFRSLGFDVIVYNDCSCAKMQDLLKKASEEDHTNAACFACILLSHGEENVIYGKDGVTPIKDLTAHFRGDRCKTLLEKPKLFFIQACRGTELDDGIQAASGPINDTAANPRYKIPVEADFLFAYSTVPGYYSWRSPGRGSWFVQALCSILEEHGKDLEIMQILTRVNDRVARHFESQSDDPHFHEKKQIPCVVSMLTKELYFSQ
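Assay system: Uncleavable procaspase-7 mutant enzyme / Input: 2 µM procaspase-7 mutant as dispensed / Dosing: single nominal 8.5 µM compound dose, 0.8% DMSO final / Timing: 1 h enzyme–compound preincubation and 2 h substrate reaction, both 25 °C / Detection: p-Nitroaniline absorbance at 405 nm, read at 0 and 120 min / Replication: singlicate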
LAP4-GFP MLPCN = modulators of LAP4-GFP expression in yeast, primary screen, S. cerevisiae, multiplex flow cytometry, MLPCN library. 0.34% of 320,000 active. GFP response vs DMSO, % at 10 µM. 3 h; median GFP as percent of DMSO wells;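 active = GFP response vs DMSO above a set limit, about the screen mean plus 3 SD, cut at about 150% in these data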
AHR act = AHR activators, primary screen, cell-based, luminescence, luciferase reporter, human. Aryl hydrocarbon receptor (Homo sapiens), P35869. AHR-responsive luciferase reporter cells. activation, % at 5 µM. 2.5% of 320,000 active. AID 2796, 2010; in the data active = activation above about 47%;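 note: 0% = vehicle wells and 100% = reference agonist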
MEP2-GFP yeast = modulators of MEP2-GFP levels in yeast, primary screen, S. cerevisiae, multiplex flow cytometry, MLPCN library. AID 2016, 2009. S. cerevisiae MEP2-GFP strain, 3 h; 100% = DMSO control level. GFP response vs DMSO, % at 10 µM. 0.51% of 330,000 active;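 active = GFP response versus DMSO above a set limit, roughly screen mean plus 3 SD, cut at about 180% in these data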;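 note: median GFP fluorescence of the barcode-gated MEP2-GFP cells per well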
CR mimetic SO = reduction of superoxide in aged yeast, primary screen, HTS. S. cerevisiae aged cells, superoxide DHE fluorescence; hits give low values. superoxide response (% of plate mean), % at 10 µM. 0.18% of 330,000 active;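 active = superoxide response under a set limit, about three screen SD below normal, cut at about 65% in these data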;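 note: yeast aged for seven days with compound at 30 °C before DHE staining; 100% = average MFI of all compound-treated wells on the plate with controls excluded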
GASC-1 inh = inhibitors of GASC-1 histone demethylase, primary screen, biochemical, fluorescence, DELFIA europium; GST-JMJD2C(1-420) H3K9me3 demethylation; AID 2099, 2009; Lysine-specific demethylase 4C (Homo sapiens), Q9H3R0; inhibition, % at 2.35 µM; 0.069% of 330,000 active;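 active = more than half of a compound's replicate wells show inhibition beyond 50%, single wells judged on their own value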;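 note: signal counts dimethyl H3K9 product captured on neutravidin plate; 0% = median of DMSO wells and 100% = 0.3 times that DMSO median; strong numbers were not always called active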
Target sequence (Q9H3R0 1-420 limits assumed): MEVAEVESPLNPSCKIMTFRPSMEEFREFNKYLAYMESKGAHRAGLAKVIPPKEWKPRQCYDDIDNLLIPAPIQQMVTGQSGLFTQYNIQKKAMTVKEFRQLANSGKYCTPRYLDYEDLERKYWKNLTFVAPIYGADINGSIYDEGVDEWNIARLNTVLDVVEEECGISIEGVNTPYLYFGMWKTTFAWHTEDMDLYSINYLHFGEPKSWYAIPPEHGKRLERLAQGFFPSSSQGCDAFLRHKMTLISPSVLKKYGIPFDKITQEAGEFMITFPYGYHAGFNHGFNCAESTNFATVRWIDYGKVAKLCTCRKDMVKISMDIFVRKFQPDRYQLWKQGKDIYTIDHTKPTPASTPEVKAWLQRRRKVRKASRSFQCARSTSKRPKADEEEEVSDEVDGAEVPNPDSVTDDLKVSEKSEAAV
RPL19A-GFP yeast = RPL19A-GFP expression modulators in yeast, primary screen, cell-based, S. cerevisiae, multiplex flow cytometry, MLPCN. S. cerevisiae RPL19A-GFP strain, 3 h; hits give low values. 0.3% of 330,000 active. percent response vs DMSO, % at 10 µM;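 active = percent response vs DMSO below 50%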;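 note: median channel GFP fluorescence of the barcoded RPL19A-GFP strain; ratio of sample median GFP to plate DMSO average so 100% = DMSO; lower means less RPL19A-GFP as with rapamycin TOR inhibition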
* marks the source's active call; other numbers are inactive results; i = inactive; x = no result given.

SMILES	proCasp3 act	procasp7 counter	LAP4-GFP MLPCN	AHR act	MEP2-GFP yeast	CR mimetic SO	GASC-1 inh	RPL19A-GFP yeast
CCOc1cccc(/C(O)=C2/C(=O)C(=O)N(CCOC)C2c2ccncc2)c1 (centres undefined)	-6.5	3.5	93.5	-0.6	97.8	92.5	-0.6	96.2
CCOC(=O)N1CCN(CCC(=O)Nc2cc(C)ccc2OC)CC1	0.7	10.2	104.9	-0.7	105.1	94.1	-25.9	97.4
CCOC(=O)c1ccc(NC(=O)C(C)N2C(=O)c3ccccc3C2=O)cc1 (centres undefined)	5.3	-1.1	102.0	-1.9	99.0	95.7	-1.1	96.3
NS(=O)(=O)c1cnccc1Nc1cccc(F)c1	-3.5	3.5	112.4	-0.2	105.2	111.8	6.9	103.9
CSc1cccc(N2CC(C(=O)NCCC3=CCCCC3)CC2=O)c1 (centres undefined)	3.6	-2.6	101.7	1.2	95.2	108.9	-3.3	88.8
COC(=O)Cn1cnc2c(nnn2-c2cccc(OC)c2)c1=O	8.0	5.6	99.9	0.3	95.0	138.4	-6.9	101.1
COC(=O)c1cccc(NC(=O)CCSc2ccc(Cl)cc2)c1C	0.6	1.6	93.2	0.3	99.5	97.3	-36.9	91.2
COc1ccc([N+](=O)[O-])cc1/C=N/Nc1nc(N2CCCCC2)nc(N2CCCCC2)n1	6.4	-0.2	108.2	0.8	102.0	102.8	-4.5	93.3
O=C(CSc1nnc(SCc2ccccc2)s1)N/N=C/C=C\c1ccco1	2.7	6.0	88.2	0.6	104.5	97.3	5.5	100.6
COc1ccc(CCC(=O)NCc2cnn(C)c2)cc1	1.6	5.7	94.9	-1.0	94.0	84.7	1.4	94.2
O=C(Nc1cccc([N+](=O)[O-])c1)c1[nH]ncc1Cl	10.3	-5.0	100.4	74.6*	104.9	96.0	14.2	100.5
Cc1ccc(C#CC[N+](C)(C)CC#Cc2ccccc2)cc1	4.7	6.5	101.4	-0.7	98.7	104.9	11.3	95.3
O=C(CSc1nc2ccccc2c(=O)n1-c1ccc(F)cc1)Nc1ccc(C(=O)O)cc1	3.1	-17.4	99.2	4.1	98.3	100.8	-22.4	98.3
Cc1nc2sccn2c(=O)c1S(=O)(=O)N1CCN(c2ccccc2)CC1	0.8	0.9	104.9	2.6	96.6	86.3	29.6	93.1
O=C(O)c1cc(O)ccc1-c1ccc(O)cc1	3.6	-11.5	99.6	20.4	95.4	88.9	5.1	94.3
Cc1cccc(C)c1OCC(O)CN1CCN(c2ccccn2)CC1 (centres undefined)	-1.7	0.7	102.2	2.1	98.3	100.2	27.6	97.3
Cc1cc(/C=C\c2ccccc2)nc2ccccc12	7.5	9.1	105.8	61.5*	99.2	99.4	131.2	98.5
CCCC(=O)Nc1c(-c2ccccc2)c(=O)c(C)nn1-c1ccc(C)cc1	-2.1	13.7	104.1	0.2	91.5	108.1	-7.4	95.3
CCCCCCC(=O)OCC(=O)c1ccc2c(c1)NC(=O)CO2	-1.4	8.0	86.3	1.7	84.8	122.0	4.1	88.0
CCOc1ccc(Br)cc1S(=O)(=O)NCc1ccncc1	1.4	-13.9	105.3	0.5	89.0	104.8	-0.8	95.0
O=C(Nc1nc2ccccc2[nH]1)C1CCCC1	-0.6	14.2	102.8	16.7	108.9	81.7	1.1	115.6
COc1cc2[nH]c(=O)n(CCC(=O)N3CCN(c4cc(Cl)ccc4C)CC3)c(=O)c2cc1OC	11.4	1.3	96.2	-0.9	102.5	84.3	17.6	97.9
CCN(c1ccccc1)S(=O)(=O)c1ccc(OC)c(NC(=O)Cc2ccccc2OC)c1	5.3	5.5	101.5	2.4	97.6	94.0	-3.4	99.0
NC(=O)c1ccccc1N=Cc1ccc2ccccc2c1	9.7	2.4	88.2	87.6*	98.3	83.5	-1.4	98.8
Cc1nnc(NCCO)c2ccccc12	7.4	14.5	102.4	-2.1	103.3	105.5	x	98.1
COC(=O)c1ccccc1S(=O)(=O)N1CCC(C(=O)OCC(=O)NCC(F)(F)F)CC1	-3.5	9.7	107.1	-0.7	101.4	84.8	-3.3	100.1
Cc1cc(C(=O)CN2C(=O)NC3(CCCc4ccccc43)C2=O)c(C)n1Cc1ccccc1 (centres undefined)	3.0	-2.5	86.1	2.7	95.6	103.1	-9.3	90.8
CN1CCN(NC(=O)CN(C)S(=O)(=O)c2cc(Cl)ccc2Cl)CC1	-1.4	-4.5	95.8	-0.3	97.7	90.7	-5.4	99.2
Cc1ccnc(NC(=O)c2ccc(COc3ccc(Cl)cc3)o2)c1	2.2	0.9	118.2	2.2	100.0	94.5	-10.6	98.3
COC(=O)CNC(=O)Cn1ccc2ccccc2c1=O	4.0	0.4	98.4	-1.1	106.7	114.3	1.7	101.7

The last two records of the part above open the next one.
SMILES	proCasp3 act	procasp7 counter	LAP4-GFP MLPCN	AHR act	MEP2-GFP yeast	CR mimetic SO	GASC-1 inh	RPL19A-GFP yeast
Cc1ccnc(NC(=O)c2ccc(COc3ccc(Cl)cc3)o2)c1	2.2	0.9	118.2	2.2	100.0	94.5	-10.6	98.3
COC(=O)CNC(=O)Cn1ccc2ccccc2c1=O	4.0	0.4	98.4	-1.1	106.7	114.3	1.7	101.7
COCCN(Cc1nc(C2(c3ccc(C)cc3)CCCC2)no1)C(C)C	3.3	7.2	108.2	0.2	109.3	93.2	1.6	99.9
COc1cccc(C(Nc2ccccn2)c2c(NC(=O)c3ccco3)sc(C)c2C)c1 (centres undefined)	5.5	13.2	90.2	15.2	98.3	101.9	4.1	101.5
O=C(NC1CCCCC1)C(c1ccc(O)cc1)N(C(=O)c1cnccn1)c1cccc(F)c1 (centres undefined)	4.3	-0.5	97.6	0.8	95.0	93.8	-1.5	100.9
O=C(COC(=O)c1ccc(Br)o1)NCCNC(=O)COC(=O)c1ccc(Br)o1	-5.6	2.5	107.3	3.2	102.8	92.9	i	101.1
Cc1cccc(NC(=O)CN2C(=O)N/C(=C/c3cc(C)n(C(C)C)c3C)C2=O)c1	5.3	-7.3	94.2	44.1	103.1	109.8	2.3	97.8
CCOC(=O)N1CCN(C(=O)/C(=C\c2ccc(SC)cc2)NC(=O)c2ccccc2)CC1	-0.8	4.2	106.1	-4.0	90.0	99.4	5.4	94.0
O=C(CCc1c[nH]c2ccccc12)OCc1ccc(Br)cc1	4.0	-7.4	115.2	-6.2	89.9	107.0	1.4	108.3
CCCc1nc(SCc2cccnc2)c2c(=O)n(C)c(=O)n(C)c2n1	6.5	2.7	113.3	51.9*	92.9	70.2	-12.9	90.1
CCN1CCCC1CNC(=O)c1cc(NC(C)=O)c(N(C)C)cc1OC (centres undefined)	1.8	3.5	99.1	0.9	106.1	104.6	0.3	100.5
COc1ccc(C(=O)NC2CCN(CC(=O)NC3CCCCC3)CC2)cc1	-0.3	1.4	104.4	-1.4	111.5	85.1	11.2	105.0
NC(=S)NNC(=S)Nc1ccccc1	-1.7	-2.3	104.8	0.0	103.5	89.5	-2.1	101.7
COc1ccc(NC(=O)CCCCn2c(=O)[nH]c3ccccc3c2=O)cc1	3.5	6.5	97.0	3.0	103.0	95.1	2.1	101.3
Nc1ccccc1C(=O)NCc1ccccc1	0.2	-10.3	103.7	-0.4	99.8	88.1	-10.2	100.5
OC(c1ccccc1)(c1ccccc1)c1ncc[nH]1	1.9	-2.0	88.3	2.2	96.7	100.3	-2.6	96.8
O=C(COC(=O)/C=C/c1ccc(Cl)cc1Cl)NCC1CCCO1 (centres undefined)	1.1	-9.0	97.3	1.6	99.0	114.2	0.7	97.2
Cn1c(CCN2CCCCC2)nc2cc(NS(=O)(=O)c3ccccc3)ccc21	4.1	3.1	94.1	-9.1	98.7	102.0	6.7	98.2
CC1CN(C(=O)C(C)N2CCN(c3cccc(Cl)c3)CC2)CC(C)O1 (centres undefined)	-0.2	-7.6	106.4	2.8	99.3	97.0	-3.9	100.2
O=C(Nc1ccc(Cl)c(C(F)(F)F)c1)[C@@H]1CC=C[C@@H]2CCN(C3CC3)C(=O)[C@@H]21	-1.4	1.2	123.4	2.1	91.7	99.8	-5.2	95.1
COc1cc(C(=O)N/N=C/c2ccc(OC(=O)N3CCOCC3)cc2)cc(OC)c1OC	0.8	-1.0	96.0	0.2	96.2	149.8	-0.2	107.5
O=c1c2ccccc2c2ccccc2c(=O)n1Cc1ccco1	6.1	1.7	108.4	7.4	101.4	106.0	10.6	101.5
Cc1cccc(N(C)c2ncnc3onc(-c4ccc(F)cc4)c23)c1C	-4.8	12.4	112.2	-3.5	92.5	93.2	2.6	103.5
COC(=O)C1(C)NC(c2ccccc2F)C2C(=O)N(c3ccccc3)C(=O)C21 (centres undefined)	-16.6	-4.6	93.9	2.4	113.4	108.8	32.2	105.6
O=C(CSc1ccccc1C(=O)O)c1ccccc1	0.1	-0.7	96.7	6.2	98.5	114.3	7.9	95.6
Cc1ccc(-n2c(O)c(/C=N/Nc3ccc(S(=O)(=O)N4CCOCC4)cc3[N+](=O)[O-])c3ccccc3c2=O)c(C)c1	-0.5	0.9	92.1	1.0	101.5	91.7	5.0	99.9
CCOc1cc(N2CCOCC2)c(OCC)cc1NC(=O)c1cc(S(=O)(=O)N2CCOCC2)ccc1C	-0.7	7.3	121.0	0.8	104.6	95.4	-3.1	96.7
CC(C)(C)OC(=O)C[C@H]1C/C=C\C[C@@H](CC(=O)N(CCO)Cc2ccccc2)C(=O)N2CCC[C@H]2COC1=O	-0.7	5.1	88.7	0.4	94.9	89.9	3.9	87.8
Nc1ncnc2c1ncn2[C@@H]1O[C@H](CNCc2ccc(OCC(=O)Nc3nccs3)cc2)[C@@H](O)[C@H]1O	14.5	16.0	89.3	-2.8	92.2	98.2	-15.0	93.3
Cc1cc(C(=O)N2CCOCC2)n(-c2ccccc2)n1	-0.1	4.7	93.7	-2.0	90.9	103.7	0.1	96.3
Cc1[nH]nc(-c2ccc(O)cc2O)c1-c1ccc(Cl)cc1	-9.6	1.5	115.2	14.4	100.6	94.4	-8.6	103.0
CC1CCC(C(C)C)C(OCC(O)CN2CCCC(C)C2)C1 (centres undefined)	-1.0	5.3	104.2	-1.0	96.6	104.0	0.5	100.1
CC(=O)NC(CC(C)C)C(=O)NC(CO)C(=O)NC(CCC(=O)O)C(=O)NC(C)C(=O)NC(CC(C)C)C(N)=O (centres undefined)	0.9	8.6	92.1	0.2	104.1	109.1	-6.5	99.8
O=C(CCN1C(=O)c2ccccc2C1=O)Nc1ccc(F)cc1	-1.6	1.7	101.3	-6.2	99.1	90.2	5.0	98.9

High-throughput results: PubChem, several laboratories

Compounds were not picked by outcome, and some 3.8% of all compounds hit somewhere here.
